# MCF10A rerep: inducers of DNA re-replication in MCF 10A breast cells; Potency, µM (doses to about 46.1 µM), inactives show at the top dose activity, positive = re-replication, usual class: activators; AID 624296; 350,000 compounds, 2.9% hits; MCF 10A DNA re-replication, Hoechst nuclear intensity, 48 h; note: potency is the fitted concentration of half-maximal effect; % of control where 0% means no effect; nearly all actives have a fitted effect of over 50% in size
# KB-3-1 tox: kills parental KB-3-1 adenocarcinoma cells | KB-3-1 viability, CellTiter-Glo ATP luminescence, 72 h | Potency, µM (titrated, usually from 46.1 µM), inactives show at the highest dose activity change, negative = cytotoxic, most hits filed as cytotoxic | 400,000 compounds, 1.4% hits | AID 1347075; note: potency is the fitted concentration of half-maximal effect; % is set by controls: 0 for no effect and ±100 for the full control effect; nearly all actives have a fitted effect of over 60% in size
#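 Screening of KB-3-1 cells (DMEM, 10% FBS, phenol-red free) ran from lowest to highest compound concentration; after 72 h at 37 °C viability was read luminescently and curves fitted.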
# SW480 rerep: induces DNA re-replication in SW480 colon adenocarcinoma cells. AID 624297. 340,000 compounds, 1.8% hits. Potency, µM (titrated, usually from 46.1 µM), inactives show at the highest dose re-replication activation, usual class: activators. SW480 DNA re-replication, Hoechst DNA content imaging, 48 h; note: potency is the fitted concentration of half-maximal effect; % of control where 0% means no effect; nearly all actives have a fitted effect of over 55% in size
#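 Readout is total intensity of Hoechst-stained nuclei, excited at 405 nm and collected at 500-530 nm. Compound treatment lasted 48 hr at 37 C in 5% CO2 before staining.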
# HT1080NT lethal: kills 2HG-producing HT-1080-NT fibrosarcoma cells. Potency, µM (titrated, usually from 46.1 µM), inactives show top-dose activity, negative = less viability, usual class: cytotoxic. HT-1080-NT fibrosarcoma viability, CellTiter-Glo ATP luminescence, 48 h. AID 686970. 360,000 compounds, 1.6% hits;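 note: NT is the 2HG producing partner of a matched IDH1 knockdown line; potency is the fitted concentration of half-maximal effect; 0% = DMSO-treated cells and -100% = media-only wells without cells; nearly all actives have a fitted effect of over 55% in size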
#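 Fibrosarcoma NT cells, 750 per well in 5% FBS RPMI, were exposed to compound for 48 hours. Viability: CellTiter-Glo luminescence.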
# ATXN2 expr inh: reduces ATXN2 reporter expression in HEK-293 cells | Potency, µM (series often up to 57 µM), without a hit: at the highest dose activity change, negative = inhibition, hits mostly inhibitors | AID 1745845 | HEK-293 ATXN2-luciferase reporter, luminescence, 24 h | 360,000 compounds, 0.72% hits; note: potency is the fitted concentration of half-maximal effect; % is set by controls: 0 for no effect and ±100 for the full control effect; nearly all actives have a fitted effect of over 55% in size
#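 ATXN2-luciferase reporter cells (luciferase flanked by upstream and downstream ATXN2 gene portions) were treated 24 h at 37 °C with compounds at up to 57 uM. SteadyGlo luminescence gave expression; GF-AFC fluorescence gave viability.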
# IL-1B inflam inh: inhibitors of inflammasome signaling (IL-1 beta secretion); 360,000 compounds, 4.7% hits; activity change, % at 57.5 µM; THP-1 LPS/ATP IL-1B secretion, AlphaLISA, 16 h; hits give low values; in the data active = activity change below about -50%; inconclusive = mostly about -30% to -49%; note: % is set by controls: 0 for no effect and ±100 for the full control effect
#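 THP-1 cells pretreated 1 hr with compounds (up to 57.5 uM final), then stimulated with LPS (250 ng/mL final) plus ATP (1.25 mM final); secreted IL-1B measured by AlphaLISA after 16 hr, decreased signal indicating inhibition.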
# HT1080 IDH1KD tx: kills HT-1080 cells with IDH1 knockdown. HT-1080 IDH1 knockdown viability, ATP luminescence, 48 h. 360,000 compounds, 2% hits. Potency, µM (titrated, usually from 46.1 µM), inactives show at the highest dose activity, negative = toxicity, most hits filed as cytotoxic. AID 686971;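 note: potency is the fitted concentration of half-maximal effect; 0% = DMSO wells and -100% = cell-free medium wells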
#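 Knockdown cells (IDH1KD HT-1080) received compounds 2 h after plating at 750 cells/well and were kept 48 h at 37 °C in 5% FBS RPMI. A CellTiter-Glo luminescence read gave % activity for curve fitting.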
# WRN inhibitor: WRN helicase (human) inhibition; WRN helicase unwinding, fluorescent forked duplex, kinetic; AID 651768; 360,000 compounds, 0.46% hits; Q14191; Potency, µM (doses to about 114 µM), inactives show top-dose activity change, negative = inhibition, hits mostly inhibitors; note: potency is the fitted concentration of half-maximal effect; % is set by controls: 0 for no effect and ±100 for the full control effect; nearly all actives have a fitted effect of over 55% in size
# Target sequence (Q14191 whole entry, looked up): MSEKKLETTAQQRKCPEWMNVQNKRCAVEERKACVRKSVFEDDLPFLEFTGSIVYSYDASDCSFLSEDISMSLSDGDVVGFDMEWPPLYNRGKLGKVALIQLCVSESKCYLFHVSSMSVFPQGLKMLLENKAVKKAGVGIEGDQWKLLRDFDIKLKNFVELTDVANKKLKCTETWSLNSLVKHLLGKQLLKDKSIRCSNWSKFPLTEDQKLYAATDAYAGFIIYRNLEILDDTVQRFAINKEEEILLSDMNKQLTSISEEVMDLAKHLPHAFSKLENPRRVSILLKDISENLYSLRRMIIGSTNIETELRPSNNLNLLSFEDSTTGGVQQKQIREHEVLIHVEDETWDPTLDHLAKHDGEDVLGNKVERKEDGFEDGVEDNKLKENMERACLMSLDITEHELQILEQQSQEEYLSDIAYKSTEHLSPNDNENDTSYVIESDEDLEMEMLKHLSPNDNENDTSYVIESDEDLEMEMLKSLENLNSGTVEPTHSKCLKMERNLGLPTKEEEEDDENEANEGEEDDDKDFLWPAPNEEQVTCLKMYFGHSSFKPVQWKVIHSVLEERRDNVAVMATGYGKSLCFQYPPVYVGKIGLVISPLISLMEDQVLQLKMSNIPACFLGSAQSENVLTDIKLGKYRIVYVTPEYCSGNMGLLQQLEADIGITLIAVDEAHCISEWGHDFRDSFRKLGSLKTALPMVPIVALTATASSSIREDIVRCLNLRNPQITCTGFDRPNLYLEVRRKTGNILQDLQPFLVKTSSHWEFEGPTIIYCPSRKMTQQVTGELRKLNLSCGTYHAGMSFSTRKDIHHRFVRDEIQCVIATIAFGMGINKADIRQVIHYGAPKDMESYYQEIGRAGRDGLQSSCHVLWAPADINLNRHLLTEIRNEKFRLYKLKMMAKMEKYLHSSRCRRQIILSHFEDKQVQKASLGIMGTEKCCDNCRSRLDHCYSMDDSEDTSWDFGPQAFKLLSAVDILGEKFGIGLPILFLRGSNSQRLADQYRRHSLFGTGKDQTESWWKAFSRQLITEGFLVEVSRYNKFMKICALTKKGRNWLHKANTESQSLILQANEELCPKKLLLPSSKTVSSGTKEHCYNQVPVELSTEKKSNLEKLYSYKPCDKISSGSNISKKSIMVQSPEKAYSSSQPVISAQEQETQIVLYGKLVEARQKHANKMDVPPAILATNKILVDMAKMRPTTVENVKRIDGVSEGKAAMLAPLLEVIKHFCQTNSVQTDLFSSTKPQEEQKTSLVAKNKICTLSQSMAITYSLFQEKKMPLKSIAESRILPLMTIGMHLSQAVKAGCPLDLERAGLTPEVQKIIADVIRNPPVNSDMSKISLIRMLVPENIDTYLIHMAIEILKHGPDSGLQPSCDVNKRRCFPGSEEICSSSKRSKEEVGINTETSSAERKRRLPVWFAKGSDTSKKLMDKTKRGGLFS
#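 Fluorescence dequenching readout, ex 525 nm/em 598 nm, kinetic mode: forked duplex DNA (100 nM final) with adjacent fluorophore and quencher unwound by WRN (20 nM final) with 2 mM ATP. Compound preincubation 15 min, room temperature.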
# KB-V1 MDR tox: kills drug-selected multidrug resistant KB-V1 cells; KB-V1 MDR cells viability, CellTiter-Glo, 72 h; Potency, µM (titrated, usually from 46.1 µM), without a hit: top-dose activity change, negative = cytotoxicity, actives largely listed as cytotoxic; 400,000 compounds, 3.4% hits; AID 1347076; note: potency is the fitted concentration of half-maximal effect; % is set by controls: 0 for no effect and ±100 for the full control effect; nearly all actives have a fitted effect of over 60% in size
#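 qHTS viability screen in drug-selected KB-V1 MDR cells: 72 h compound treatment at 37 degrees C, ATP luminescence end point.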
# * marks the source's active call; other numbers are inactive results; ? = inconclusive; nt = not tested or not shown; [ ] = remark or other dose. Unless noted, calls come from the whole dose curve; as a rule, active = well fitted curve in the direction sought with a large enough effect; inconclusive = small, poorly fitted or top-dose-only effect, or another doubt; inactive = no such curve, though single readings can be large; an effect the other way counts as inactive or inconclusive.
SMILES,MCF10A rerep,KB-3-1 tox,SW480 rerep,HT1080NT lethal,ATXN2 expr inh,IL-1B inflam inh,HT1080 IDH1KD tx,WRN inhibitor,KB-V1 MDR tox
Cn1cc(CNC(=O)c2cc(-c3ccccc3)nc3ccc(Br)cc23)cn1,15%,-10%,-694%[inhibitor],5%,7%,4,9%,4%,-3%
O=S1(=O)N=C2CCCCCN2C(c2ccc(Cl)cc2)N1 (stereo not drawn),16%,0%,-13%,11%,nt,10,13%,2%,28%
CN(CCO)C(=O)C(c1ccccc1)c1ccccc1,1%,16%,-12%,9%,-11%,0,9%,0%,8%
COC(=O)C(Cc1c[nH]c2ccccc12)NC(=O)c1ccccc1Br (stereo not drawn),-16%,1%,-18%,7%,3%,13,6%,4%,-1%
CCCCC(=O)NCCc1cc2ccc(OC)cc2[nH]c1=O,-1%,7%,14%,1%,8%,-11,-1%,9%,0%
O=C(N/N=C/c1cccc2ccccc12)c1ccncc1,-6%,2%,-3%,6%,nt,-2,6%,11%,?
Cc1ccc(-c2nc(CS(=O)CC(=O)NCc3ccc(Cl)cc3)c(C)o2)cc1 (stereo not drawn),28%,18%,-2%,-15%,-11%,-3,-8%,-14%,4%
CCOc1ccc(NS(=O)(=O)c2cc(C(=O)NCC3CCCO3)ccc2Cl)cc1 (stereo not drawn),0%,-7%,-69%[inhibitor],-5%,4%,3,-2%,-1%,-29%
Cn1c(=O)c2[nH]c(CCCc3ccc([N+](=O)[O-])cc3)nc2n(C)c1=O,5%,12%,-5%,2%,?,0,12%,6%,?
CN(c1ccccc1)c1nc(N)c([N+](=O)[O-])c(N2CCOCC2)n1,0%,3%,-7%,-14%,16%,27,-10%,0%,-8%
O=C(Cn1cc([N+](=O)[O-])cn1)Nc1nc2ccccc2s1,21µM*,-10%,?,-2%,-11%,-5,16%,-7%,-9%
CCOc1cc(C2Nc3cccc4cccc(c34)N2)ccc1O,8%,?,?,-19%,6%,?,2%,-9%,15µM*

# Reprinted at random: 6 records from the list, in no set order.
SMILES,MCF10A rerep,KB-3-1 tox,SW480 rerep,HT1080NT lethal,ATXN2 expr inh,IL-1B inflam inh,HT1080 IDH1KD tx,WRN inhibitor,KB-V1 MDR tox
O=S1(=O)N=C2CCCCCN2C(c2ccc(Cl)cc2)N1 (stereo not drawn),16%,0%,-13%,11%,nt,10,13%,2%,28%
CN(CCO)C(=O)C(c1ccccc1)c1ccccc1,1%,16%,-12%,9%,-11%,0,9%,0%,8%
COC(=O)C(Cc1c[nH]c2ccccc12)NC(=O)c1ccccc1Br (stereo not drawn),-16%,1%,-18%,7%,3%,13,6%,4%,-1%
CCOc1cc(C2Nc3cccc4cccc(c34)N2)ccc1O,8%,?,?,-19%,6%,?,2%,-9%,15µM*
CN(c1ccccc1)c1nc(N)c([N+](=O)[O-])c(N2CCOCC2)n1,0%,3%,-7%,-14%,16%,27,-10%,0%,-8%
Cc1ccc(-c2nc(CS(=O)CC(=O)NCc3ccc(Cl)cc3)c(C)o2)cc1 (stereo not drawn),28%,18%,-2%,-15%,-11%,-3,-8%,-14%,4%

# Going on with the list.
SMILES,MCF10A rerep,KB-3-1 tox,SW480 rerep,HT1080NT lethal,ATXN2 expr inh,IL-1B inflam inh,HT1080 IDH1KD tx,WRN inhibitor,KB-V1 MDR tox
CCCn1ccnc1SC(C)C(=O)Nc1c(C)n(C)n(-c2ccccc2)c1=O (stereo not drawn),13%,1%,-11%,0%,nt,6,3%,9%,4%
O=C(O)C1C2C=CC(C2)C1C(=O)NCc1cccc(Cl)c1 (stereo not drawn),?,20%,1%,5%,-8%,4,9%,-1%,-5%
O=Nc1c(O)n(Cc2cccc(Cl)c2)c2ccccc12,?,3%,12%,15µM*,-2%,-68*,18µM*,-11%,-25%
CCOc1cc(/C=C(/NC(C)=O)C(=O)O)cc(Cl)c1OCc1cccc(Br)c1,-18%,-2%,-8%,6%,7%,0,12%,2%,15%
CCOC(=O)[C@@H]1[C@H]2COc3ccc(Br)cc3[C@@H]2N2C(=O)N(c3ccc(C)cc3)C(=O)[C@@]12C,0%,-6%,-2%,0%,-4%,7,-1%,-1%,-4%
CN(C)c1cc(-c2ccc(Cl)cc2Cl)oc(=O)c1Cl,11%,?,?,-2%,nt,-16,-3%,-27%,?
CCCNC(=O)C1(C)CCCN(Cc2ccc(C)cc2)C1 (stereo not drawn),nt,0%,nt,19%,12%,19,2%,3%,-2%
Cc1ccc(CN2CCNC(=O)C2CC(=O)O)cc1 (stereo not drawn),-10%,-3%,3%,26%,8%,6,12%,3%,22%
O=C(Nc1ccnn1C1CCN(C2CCC2)CC1)c1ccccc1,-2%,0%,-4%,11%,0%,0,12%,2%,12%
O=C(COC(=O)C1CSC2(c3ccc(F)cc3)CCC(=O)N12)NC(=O)NC1CCCC1 (stereo not drawn),-4%[9.22 µM],-6%,2%,4%,2%,17,1%,-4%,6%
Cc1ccc(NC(=O)c2ccoc2C)cc1C,?,-26%,7%,?,76%[activator],-6,?,-2%,-29%
Cc1[nH]nc2c(=S)[nH]c(=O)[nH]c12,nt,11%,nt,-2%,nt,16,-28%,0%,7%
CCc1ccc(-c2ccc(C(=O)O)c(C)n2)cc1,8%,3%,-1%,1%,46%[activator],7,5%,-3%,10%
CCc1nc2c(OCc3ccc(C(F)(F)F)cc3)cccn2c1N(C)C(=O)c1ccc(C)cc1,nt,?,nt,?,?,-76*,?,-11%,?
Cc1ccc(C(N)=S)c(C)c1,-9%,-3%,-4%,-1%,-4%,-15,-3%,-2%,-4%
COc1ccc(NS(=O)(=O)c2cccc(NC(=O)c3ccccn3)c2)cc1,-1%,?,-5%,-28%,nt,-6,-29%,-2%,10µM*
CC1(C(=O)NC2CCCCCC2)CCN1C(=O)C1(c2ccccc2)CC1 (stereo not drawn),nt,0%,nt,-10%,-5%,-3,-5%,2%,0%
Cc1cc(C)c(-c2c(O)c3ccccc3n(C)c2=O)c(C)c1,2%,4%,0%,8%,nt,13,7%,-1%,12%
Cc1cc(C)nc(SCc2ccc(C(=O)N/N=C/c3ccc(C(=O)O)cc3)cc2)n1,16%,9%,-3%,2%,-17%,-10,4%,-4%,-8%
Cc1sc2ncnc(SCC(=O)NC(=O)c3cccn3C)c2c1C,26%,-6%,-1%,?,-21%,55,?,-29%,-12%
CC(C)C(NS(=O)(=O)c1cccs1)C(=O)N1CCC(C(N)=O)CC1 (stereo not drawn),10%,-1%,8%,-7%,2%,-3,-8%,0%,-3%
COc1ccc(OCC(=O)Nc2ccc3c(c2)nc(CCn2ccccc2=O)n3C)cc1,0%,15%,1%,0%,3%,1,1%,6%[11.6 µM],21%
O=C(Nc1ccc(N2CCCCC2)c(C(=O)O)c1)c1ccco1,-1%,-3%,-6%,-6%,8%,0,2%,0%,3%
CN(C)CCNc1nc2c(c(=O)[nH]c(=O)n2C)n1CC(O)COc1ccc(Cl)cc1Cl (stereo not drawn),1%,-1%,-5%[9.22 µM],-20%,-4%,-20,-6%,7%,-19%
CCC/C(=N\NC(=O)c1csc(C)c1C)c1cccs1,?,-15%,3%,-5%,36%[activator],-1,-4%,2%,?
Cc1cc2c(cc1S(=O)(=O)N1CCN(c3cccc(C)c3C)CC1)OCCN2C,8%,-19%,28%,-11%,-1%,-7,-7%,-8%,-5%
COc1cc(CCC(=O)Nc2ccc(S(=O)(=O)NC3=NCCCCC3)cc2)cc(OC)c1OC,-3%,12%,-11%,-2%,-2%,18,-4%,-5%,6%
N#CC(OC(=O)c1ccccc1)c1ccccc1 (stereo not drawn),6%,-5%,-8%,2%,-6%,4,0%,0%,-15%
COc1cccc(-c2nnn(CC(=O)N(C3CCCCC3)C3CCS(=O)(=O)C3)n2)c1 (stereo not drawn),nt,3%,nt,16%,nt,15,4%,6%,22%
CCOc1cc(/C=C/c2cc(C(=O)O)c3ccccc3n2)ccc1O,-2%,0%,nt,-6%,5%,0,0%,-27%,-7%
COc1ccc(CN2CCC(Oc3ccc(C(=O)N4CCCC4)cc3)CC2)c(F)c1,0%,nt,1%,1%,10%,-1,1%,-26%,nt
CSc1ncccc1C(=O)OCn1nnc2ccccc2c1=O,-1%,16%,-7%,0%,4%,0,2%,14%,0%
CNc1c(NS(=O)(=O)c2ccc(F)cc2)c(=O)oc2ccccc12,-4%,-3%,-8%,20%,17%,8,0%,10%,-3%
Cc1cc(C(=O)CSc2ccc3c(c2)OCCO3)c(C)n1C1CC1,6%,12%,-2%,-2%,27%,-29,4%,1%,0%
C[C@@H]1CN([C@H](C)CO)C(=O)CCCn2nncc2CO[C@@H]1CN(C)C(=O)NC1CCCCC1,nt,6%,nt,3%,4%,1,26%,-1%,-16%
COc1ccc2c(c1)nc(NCCCO)n2Cc1ccccc1,-6%,-1%,-14%,0%,-6%,-6,7%,-29%,0%
CCN(CC(=O)Nc1c(F)cccc1F)C(=O)c1csc2c1CCCC2,6%,-19%,0%,0%,2%,5,-2%,8%,?
COc1ccccc1CNC(=O)COC(=O)c1cccs1,-6%,-21%,8%,0%,4%,23,3%,5%,-2%
CCOc1cc(C2C(C(=O)OC)=CN(C3CCCC3)C=C2C(=O)OC)cc(Br)c1O,25%,8%,-5%,6%,8%,15,8%[9.24 µM],-10%[57.1 µM],1%
C=CC(=O)Nc1sc2c(c1C(N)=O)CCCC2,21µM*,?,?,-15%,?,-109*,-15%,-12%,?
OC[C@@H]1CN(CCN2CCOCC2)C[C@H](n2cnc3c(N4CCOCC4)ncnc32)O1,nt,0%,nt,10%,8%,20,10%,7%[57.1 µM],-2%
Cc1cccc(C)c1NC(=O)c1sc(Cl)nc1C,-6%,0%,-2%,6%,-9%,-1,5%,0%,-19%
CCOc1cccc2c1OC1(C)CC2NC(=O)N1Cc1ccccc1 (stereo not drawn),3%,1%,4%,0%,-7%,-14,-22%,-7%,-7%

# Screens as filed in PubChem.
